Bioassay records from PubChem BioAssay.
Mcl1 Noxa PPI: Mcl-1/Noxa binding inhibitors, primary screen, biochemical, TR-FRET, 1536-well. Induced myeloid leukemia cell differentiation protein Mcl-1 (Homo sapiens), Q07820. AID 1022, 2008. TR-FRET Mcl-1/Noxa peptide binding, 2 h. inhibition, % at 21.7 µM. hit rate 1.5% among 220,000;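 active = compounds that cut the protein-peptide binding signal by more than 50% relative to plate controls in a single-dose test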;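 note: His-tagged Mcl-1 with rhodamine Noxa BH3 peptide and terbium anti-His antibody; 0% = Mcl-1 plus Noxa peptide wells and 100% = peptide-only wells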
Target sequence (Q07820 whole entry, looked up): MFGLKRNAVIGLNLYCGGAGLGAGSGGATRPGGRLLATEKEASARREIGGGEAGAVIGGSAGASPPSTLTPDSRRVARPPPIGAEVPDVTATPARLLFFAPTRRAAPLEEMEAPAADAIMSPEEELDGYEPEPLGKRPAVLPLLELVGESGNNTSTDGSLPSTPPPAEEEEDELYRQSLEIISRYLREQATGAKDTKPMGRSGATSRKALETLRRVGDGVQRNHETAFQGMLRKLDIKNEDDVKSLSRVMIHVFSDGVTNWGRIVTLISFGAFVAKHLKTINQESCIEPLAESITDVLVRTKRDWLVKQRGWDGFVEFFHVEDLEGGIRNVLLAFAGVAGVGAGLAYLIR
Bim-Mcl-1: inhibitors of Bim peptide binding to Mcl-1, primary screen, biochemical, bead-based flow cytometry, multiplex; inhibition, % at 10 µM; Bim peptide-Mcl-1 binding; hit rate 0.1% among 190,000; Induced myeloid leukemia cell differentiation protein Mcl-1 (Homo sapiens), Q07820;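 note: 0% = no compound tracer wells and 100% = peptide blocker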
Bfl-1 Bim block: inhibitors of Bim binding to Bfl-1, primary screen, biochemical, multiplexed, bead-based flow cytometry | Bcl-2-related protein A1 (Homo sapiens), Q16548 | Bim-Bfl-1 binding inhibition | inhibition, % at 10 µM | hit rate 0.12% among 190,000 | AID 1008, 2008;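 note: 0% = wells without compound plus tracer and 100% = blocker peptide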
Bcl-2 Bim block: inhibitors of Bim-Bcl-2 binding, primary screen, biochemical, multiplexed, human Bcl-2 family; inhibition, % at 10 µM; hit rate 0.06% among 190,000; Bead-based flow cytometry, Bim peptide-Bcl-2 binding; Apoptosis regulator Bcl-2 (Homo sapiens), P10415; in the data active = inhibition above about 40%; inconclusive = no clear call, values can overlap the other calls;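 note: 0% = no compound wells with probe peptide and 100% = reference peptide inhibitor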
Target sequence (P10415 whole entry, looked up): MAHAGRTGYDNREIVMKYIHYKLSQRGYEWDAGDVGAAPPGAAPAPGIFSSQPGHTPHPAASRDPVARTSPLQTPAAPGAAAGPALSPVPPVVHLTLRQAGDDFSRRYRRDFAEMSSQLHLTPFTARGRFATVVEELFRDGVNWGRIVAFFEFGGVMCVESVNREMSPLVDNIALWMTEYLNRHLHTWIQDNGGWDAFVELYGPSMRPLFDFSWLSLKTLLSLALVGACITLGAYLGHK
Bim-Bcl-B: inhibitors of Bim-Bcl-B binding, primary screen, biochemical, multiplexed, human Bcl-2 family; Bcl-2-like protein 10 (Homo sapiens), Q9HD36; bead-based flow cytometry, Bim peptide-Bcl-B binding; inhibition, % at 10 µM; hit rate 0.073% among 190,000; AID 951, 2007;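 note: 0% = tracer peptide without compound and 100% = reference inhibitor peptide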
Bcl-XL Bim block: inhibitors of Bim-Bcl-XL binding, primary screen, biochemical, multiplexed, bead flow cytometry, human Bcl-XL; Bcl-2-like protein 1 (Homo sapiens), Q07817; Bim peptide-Bcl-XL binding, fluorescence; inhibition, % at 10 µM; hit rate 0.04% among 190,000
Target sequence (Q07817 whole entry, looked up): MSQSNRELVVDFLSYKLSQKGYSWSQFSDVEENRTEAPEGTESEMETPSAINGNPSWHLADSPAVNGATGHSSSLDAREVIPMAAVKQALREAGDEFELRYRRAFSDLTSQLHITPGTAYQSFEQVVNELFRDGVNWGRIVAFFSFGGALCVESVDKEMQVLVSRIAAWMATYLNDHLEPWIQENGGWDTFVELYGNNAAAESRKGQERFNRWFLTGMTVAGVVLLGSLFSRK
RGS7-Gao reg: RGS7-Galphao binding modulators, primary screen, biochemical, multiplexed bead flow cytometry; Guanine nucleotide-binding protein G(o) subunit alpha (Homo sapiens), P09471; actives lie on both sides; binding response (% of control), % at 10 µM; hit rate 0.35% among 220,000; in the data active = binding response below about 49% or above about 150%; inconclusive = no clear call, values can overlap the other calls; inactive = in between;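 note: fluorescent Galphao held in activated GDP-AlF4 state binding bead-coupled RGS7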
Bim-Bcl-W: inhibitors of Bim binding to Bcl-W, primary screen, biochemical, multiplexed, bead-based flow cytometry; Bcl-2-like protein 2 (Homo sapiens), Q92843; Bim peptide-Bcl-W binding; inhibition, % at 10 µM; hit rate 0.02% among 190,000; AID 952, 2007;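 note: 0% = bound tracer without compound and 100% = peptide blocker; higher means less fluorescent Bim peptide bound to Bcl-W beads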
Target sequence (Q92843 whole entry, looked up): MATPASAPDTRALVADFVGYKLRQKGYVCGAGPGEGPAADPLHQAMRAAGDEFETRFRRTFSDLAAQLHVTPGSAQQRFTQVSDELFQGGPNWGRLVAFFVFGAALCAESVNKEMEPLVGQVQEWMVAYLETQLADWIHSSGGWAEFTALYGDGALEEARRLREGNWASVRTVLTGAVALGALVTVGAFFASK
RGS8-Gao: RGS8-Galphao binding modulators, primary screen, biochemical, multiplexed bead flow cytometry. AID 1423, 2008. hit rate 0.34% among 220,000. response (percent of control binding), % at 10 µM. actives lie on both sides; in the data active = response below about 60% or above about 140%; inactive = in between;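 note: Galphao activated as the GDP aluminium fluoride complex binding bead-coupled RGS8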
Mcl1-Bid inh: Mcl-1/Bid binding inhibitors, primary screen, biochemical, TR-FRET, 1536-well; Induced myeloid leukemia cell differentiation protein Mcl-1 (Homo sapiens), Q07820; TR-FRET Mcl-1/Bid-Dy647 peptide binding; inhibition, % at 21.7 µM; hit rate 0.97% among 220,000; AID 1021, 2008;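 active = compounds that cut the binding signal by more than half at the single screening dose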;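 note: His-tagged Mcl-1 with europium anti-His antibody binding Bid BH3 peptide; 0% = Mcl-1 plus peptide wells and 100% = peptide-only wells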
RGS4-Gao reg: modulators of RGS4 binding to Galphao, primary screen, biochemical, multiplexed bead flow cytometry; Guanine nucleotide-binding protein G(o) subunit alpha (Homo sapiens), P09471; actives lie on both sides; binding response (% of control), % at 10 µM; hit rate 0.33% among 220,000; in the data active = binding response below about 49% or above about 150%; inactive = in between;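 note: fluorescent Galphao activated with aluminum fluoride binding bead-coupled RGS4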
The depositor's hits bear a star; ? = inconclusive; . = no result given. Cut-off read from the data, not from the text of the source, unless noted: active = inhibition above about 40%.

SMILES	Mcl1 Noxa PPI	Bim-Mcl-1	Bfl-1 Bim block	Bcl-2 Bim block	Bim-Bcl-B	Bcl-XL Bim block	RGS7-Gao reg	Bim-Bcl-W	RGS8-Gao	Mcl1-Bid inh	RGS4-Gao reg
O=C(Nc1ccccc1Cl)OCc1cncs1	5	-1	-2	0	-2	-1	95	3	99	-41	96
O=C(/C=C/c1ccc(S(=O)(=O)N2CCOCC2)cc1)N1CCN(c2ccc(F)cc2)CC1	7	.	.	.	.	.	?	.	99	-74	95
Cc1nnn(C23CC4CC(CC(C(=O)NN)(C4)C2)C3)n1	-1	-4	-4	0	-3	-7	102	-2	104	-39	105
Cc1ccc(NC(=O)CSc2nnc(NC(=O)CN3CCOCC3)s2)cc1	-3	0	-10	-3	-6	-3	87	0	92	-3	83
O=C(O)c1cc2n(n1)CCN(Cc1ccccc1Cl)C2=O	6	-7	-5	-4	-1	-1	105	0	101	-4	105
COc1ccc(/C=N/OCC(=O)NC(c2ccccc2)c2ccccc2)cc1OC	10	-2	-2	-5	-4	-6	82	-2	80	4	92
O=C1N(Cc2cccc(Cl)c2)C[C@@H]2C[C@@H](c3cccn3-c3nccs3)N3CCC[C@@]123	0	-7	-6	-5	-12	0	109	-2	105	-3	103
CC(OC(=O)CCc1nc2ccccc2c(=O)[nH]1)C(=O)NC1CCCC1 (centres undefined)	12	-2	-5	-4	-1	-3	99	-3	103	-5	101
C#Cc1ccc([C@@H]2C=C(C(=O)N3CCN(Cc4ccccc4)CC3)O[C@H](OCC)[C@H]2CCCO)cc1	9	-1	-4	-5	-5	-4	107	-2	104	2	102
CCn1c(SCC(=O)c2ccc3c(c2)OCCO3)nnc1C(C)C	.	-1	0	-4	-8	0	102	-2	101	.	100
COc1ccccc1NC(=O)c1cc2n(n1)C(C(F)(F)F)CC(c1ccc3c(c1)OCO3)N2 (centres undefined)	-1	1	-1	0	-2	-1	97	1	101	-27	100
O=C(/C=C/c1ccccc1Cl)c1ccc[nH]1	5	-2	-2	-1	-4	-5	93	-3	108	-6	94
O=c1[nH]c2ccccc2n1C1CCCCC1	8	-116	-13	-19	-32	-3	97	1	100	-22	99
CCCCCCC(C)n1cc(C(C)=O)c(=O)[nH]c1=O (centres undefined)	-1	-3	0	-2	-2	-3	97	-3	99	-10	98
COCCCNC(=S)N/N=C/c1ccc(O)cc1O	-31	.	.	.	.	.	?	.	99	-61	97
O=C(NC1CCCC1)c1cc(COc2ccc3ncccc3c2)on1	11	.	.	.	.	.	?	.	101	-15	105
Cc1ccnc(NCn2nnc3ccccc32)c1	-2	-2	-2	-1	-1	-3	100	-1	101	-34	100
O=C(Cc1ccc([N+](=O)[O-])cc1)Nc1cccc(C(F)(F)F)c1	35	0	0	0	1	-2	106	-2	101	13	102
COc1ccc(CN2C(=O)CCC2(C)C(=O)NC2CCCC2)c(OC)c1 (centres undefined)	8	-2	-1	-1	-6	-6	98	-6	101	-10	94
COc1ccccc1OCCC(=O)OCC(=O)NCc1ccc(Cl)cc1	-14	0	-8	-2	-2	-2	?	0	101	-10	100
Cn1nccc1C(=O)Nc1ccc2c(c1)OCCO2	-8	0	-7	-4	-1	-5	106	-4	105	-51	104
COc1cc(C(=O)OCC(=O)Nc2cc(C)on2)ccc1OCc1ccccc1Cl	-14	-1	-1	0	-3	-4	103	-2	105	-6	102
COc1ccccc1NC(=S)NCCc1ccc(S(N)(=O)=O)cc1	13	0	-2	-2	-2	0	103	-3	102	-20	105
COC(=O)c1ccccc1NC(=O)COC(=O)c1ccco1	20	0	-15	-10	-5	-2	98	1	102	-12	96
O=C(NCc1cccc(C(F)(F)F)c1)C1CC(c2ccc(C(F)(F)F)cc2)=NO1 (centres undefined)	-7	.	.	.	.	.	?	.	96	-45	97
Additional records follow:
SMILES	Mcl1 Noxa PPI	Bim-Mcl-1	Bfl-1 Bim block	Bcl-2 Bim block	Bim-Bcl-B	Bcl-XL Bim block	RGS7-Gao reg	Bim-Bcl-W	RGS8-Gao	Mcl1-Bid inh	RGS4-Gao reg
Cc1c(Nc2nc(-c3ccc(Cl)cc3)cs2)c(=O)n(-c2ccccc2)n1C	-2	-6	0	-2	-3	-4	62	-4	75	-22	95
Cn1c(=O)c2c(nc(CN3CCN(c4ccc(F)cc4)CC3)n2Cc2ccccc2F)n(C)c1=O	-9	-9	-23	-12	-8	-8	99	-5	98	-25	98
COc1ccc(C(C)C)cc1S(=O)(=O)Nc1ccccn1	3	-2	-1	-5	-2	-3	97	1	98	-22	97
CCOc1ccc(OCC)c(-c2c(=O)n(OCc3ccc(C(C)(C)C)cc3)c3ccccc3[n+]2[O-])c1	11	0	-7	-5	-11	0	103	-1	108	-2	118
CCCCCNC(=O)N[C@H](C(=O)O)C(C)C	13	0	1	2	-1	-2	100	-1	99	5	100
O=C(c1ccco1)N1CCN(C(c2ccccc2Cl)c2nnnn2Cc2cccs2)CC1 (centres undefined)	-16	-4	5	-4	2	-2	101	0	100	-11	98
C/C(=N/NC(=O)CN1CCN(S(=O)(=O)c2ccc(C)cc2)CC1)c1cccc(O)c1	9	.	.	.	.	.	?	.	97	-18	96
C=CCNc1cnn(-c2ccc(C)cc2)c(=O)c1Sc1ccc(C)cc1	-4	-3	5	1	-3	1	95	0	97	-25	97
CCS(=O)(=O)Nc1cc(OC)c(OC)cc1Cc1nccc2cc(OC)c(OC)cc12	29	.	.	.	.	.	?	.	97	-24	95
Cc1nn(-c2ccccc2)c(N)c1N=Nc1cccc(S(=O)(=O)N2CCOCC2)c1	4	.	.	.	.	.	?	.	102	-2	107
CCCNC(=O)C(Cc1ccccc1)NS(=O)(=O)c1ccc2c(c1)CCC(=O)N2 (centres undefined)	11	0	-9	-11	-4	-1	113	0	120	0	120
C=CCOc1ccc(C2C(C#N)=C(N)N(Nc3ccccc3)C3=C2C(=O)CCC3)cc1OC (centres undefined)	26	-4	-22	-8	-9	-10	105	-2	100	-25	103
CN(C(=O)c1ccc2c(c1)SC1=NS(=O)(=O)CCN12)C(c1ccccc1)c1ccccc1	41	-5	-6	-4	-9	-8	106	-3	106	-12	107
O=C(Cn1c(NCCO)nc2ccccc21)NCC(F)(F)F	6	.	.	.	.	.	?	.	93	-26	95
CCOC(=O)c1ccc(N2C(=O)C3CC=CCC3C2=O)cc1 (centres undefined)	-6	1	-3	-3	-7	0	121	-3	109	-9	118
COc1cccc(N2CCN(C3CC(=O)N(c4ccc(Cl)cc4)C3=O)CC2)c1 (centres undefined)	-6	0	-12	-4	-4	0	98	3	98	-51	100
O=C(OCC(=O)N1CCN(C(=O)c2ccco2)CC1)c1cc(-c2ccc(Cl)c(Cl)c2Cl)nc2ccccc12	7	0	-8	-3	-5	6	82	-3	92	31	73
CC(=NCCN1CCNCC1)C1=C(O)CC(C)(C)CC1=O	-2	0	-1	0	-1	-1	102	0	98	5	101
CCOc1ccc(-c2nc(-c3ccc(OC)cc3)no2)cc1OCC	12	-1	-9	-10	-8	-3	107	1	106	-8	104
COc1ccc(C2CC(c3ccccc3)=NN2S(=O)(=O)c2ccccc2)cc1 (centres undefined)	3	.	.	.	.	.	?	.	105	-7	113
O=C(Nc1ccc(Br)cc1)c1ccc(F)c(S(=O)(=O)NCc2cccs2)c1	8	-5	-4	-6	-4	-6	99	-3	103	20	99
CCOC(=O)C1(CCOC)CCN(Cc2ccc(C3CCCCO3)s2)CC1 (centres undefined)	6	0	-4	0	-3	-2	100	1	103	-59	99
Cc1ccc(-n2nnc(-c3ccnc4ccccc34)n2)cc1	24	0	-2	1	-4	-1	130	0	120	3	126
Cc1ccc(NC(=O)COC(=O)c2ccc3c(c2)OCCO3)cc1S(=O)(=O)N1CCOCC1	3	0	-2	0	0	-5	103	-1	100	-34	100
CC(C)C(=O)NC(C)C(c1cccs1)N1CCN(c2ccccc2)CC1 (centres undefined)	27	0	-1	-18	-2	-3	99	-2	100	-25	100
O=C(CSc1nc(O)c(-c2ccccc2)c(=O)[nH]1)N1CCOCC1	12	-1	-4	-7	-4	-2	111	0	105	-7	107
C=CCn1c(SCC(=O)Nc2sc(C)c(C)c2C(=O)OCC)nnc1-c1sc(N)nc1C	-4	-2	-14	-11	-12	-9	99	-1	98	28	101

Entries of single compounds as entered above. Values in the order: Mcl1 Noxa PPI	Bim-Mcl-1	Bfl-1 Bim block	Bcl-2 Bim block	Bim-Bcl-B	Bcl-XL Bim block	RGS7-Gao reg	Bim-Bcl-W	RGS8-Gao	Mcl1-Bid inh	RGS4-Gao reg
`C=CCOc1ccc(C2C(C#N)=C(N)N(Nc3ccccc3)C3=C2C(=O)CCC3)cc1OC` (centres undefined) is entered as 26	-4	-22	-8	-9	-10	105	-2	100	-25	103
`CCS(=O)(=O)Nc1cc(OC)c(OC)cc1Cc1nccc2cc(OC)c(OC)cc12` is entered as 29	.	.	.	.	.	?	.	97	-24	95
`CCOc1ccc(-c2nc(-c3ccc(OC)cc3)no2)cc1OCC` is entered as 12	-1	-9	-10	-8	-3	107	1	106	-8	104
`COc1cccc(N2CCN(C3CC(=O)N(c4ccc(Cl)cc4)C3=O)CC2)c1` (centres undefined) is entered as -6	0	-12	-4	-4	0	98	3	98	-51	100
`CC(C)C(=O)NC(C)C(c1cccs1)N1CCN(c2ccccc2)CC1` (centres undefined) is entered as 27	0	-1	-18	-2	-3	99	-2	100	-25	100

Part of the list above in a different format:
Order of values – Mcl1 Noxa PPI, Bim-Mcl-1, Bfl-1 Bim block, Bcl-2 Bim block, Bim-Bcl-B, Bcl-XL Bim block, RGS7-Gao reg, Bim-Bcl-W, RGS8-Gao, Mcl1-Bid inh, RGS4-Gao reg
- O=C(NC1CCCC1)c1cc(COc2ccc3ncccc3c2)on1
→ 11, ., ., ., ., ., ?, ., 101, -15, 105
- COc1ccccc1OCCC(=O)OCC(=O)NCc1ccc(Cl)cc1
→ -14, 0, -8, -2, -2, -2, ?, 0, 101, -10, 100
